IL2 activator: IL-2 activation. IL-2 activation reporter assay, cell-based qHTS; stimulated with anti-CD3/CD4/CD28 beads; in transgenic mouse T cells. activation, % (series mostly up to about 46 µM). 360,000 tested, 0.065% active. AID 652025; in the data active = activation above about 50%; inconclusive = mostly about 30% to 49%; also: 0% is about no effect
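Readout: EGFP and DsRed signals by fluorescent plate cytometry. Unstimulated transgenic mouse T cells received compound 60 min before antibody-bead stimulation, then incubated 18 h at 37 degrees C.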
TGFb SMAD3 inh: blocks TGF-b signaling; HepG2 CAGA-GFP TGF-b/SMAD3 reporter, GFP fluorescence, 18 h; TGF-beta stimulated, 500 pg/mL final; Potency, µM (doses to about 46.1 µM), for the others: top-dose activity, negative = inhibition, most hits filed as inhibitors; 410,000 tested, 1.2% active; AID 588855; also: potency is read from the fitted curve at half-maximal effect; % is scaled to controls: 0 for no effect and ±100 for the full control effect; nearly all actives have a fitted effect of over 65% in size
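Read-out: total well GFP (ex488/em500-530) summed from mean per-cell fluorescence. Cells: HEPG2 CAGA-GFP, 1% FBS DMEM, 18 h at 37 degrees C with 500 pg/mL final TGF-beta. Unstimulated wells served as the full-inhibition control; stimulated DMSO wells = 0%.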
Nrf2 block: blocks Nrf2 signaling. Potency, µM (top dose mostly 46 µM), inactives show at the top dose activity change, negative = inhibition, hits mostly inhibitors. AID 504444. A549 ARE-Fluc reporter, luciferase luminescence, 18-24 h. 360,000 tested, 2.1% active; also: potency is read from the fitted curve at half-maximal effect; % is scaled to controls: 0 for no effect and ±100 for the full control effect; nearly all actives have a fitted effect of over 60% in size
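In this cell-based qHTS, ARE-driven firefly luciferase in A549 cells reports Nrf2 activity; the luminescent signal after BugLite lysis is the measured value, with a prior CellTiter-Fluor read for cell health.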
ATXN2 expr inh: inhibitors of ATXN2 expression; Potency, µM (highest dose often 57 µM), inactives show top-dose activity change, negative = inhibition, most hits filed as inhibitors; HEK-293 ATXN2-luciferase reporter, luminescence, 24 h; 360,000 tested, 0.72% active; also: potency is read from the fitted curve at half-maximal effect; % is scaled to controls: 0 for no effect and ±100 for the full control effect; nearly all actives have a fitted effect of over 55% in size
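qHTS (up to 57 uM final) was run with 24 h compound exposure of reporter cells at 37 °C. Each well was multiplexed: SteadyGlo luminescence measured ATXN2-luciferase expression after a fluorogenic Gly-Phe-AFC viability readout (25 uM final).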
EPAC2 agonist: agonists of human EPAC2 (RAPGEF4). EPAC2 activation, biochemical qHTS; response scale: 100% = 6.5 mM cAMP response. AID 720711. Potency, µM (highest dose often 154 µM), inactives show top-dose activation, usual class: activators. 360,000 tested, 0.079% active; also: potency is read from the fitted curve at half-maximal effect; nearly all actives have a fitted effect of over 50% in size
Target sequence (Q8WZA2 whole entry, looked up): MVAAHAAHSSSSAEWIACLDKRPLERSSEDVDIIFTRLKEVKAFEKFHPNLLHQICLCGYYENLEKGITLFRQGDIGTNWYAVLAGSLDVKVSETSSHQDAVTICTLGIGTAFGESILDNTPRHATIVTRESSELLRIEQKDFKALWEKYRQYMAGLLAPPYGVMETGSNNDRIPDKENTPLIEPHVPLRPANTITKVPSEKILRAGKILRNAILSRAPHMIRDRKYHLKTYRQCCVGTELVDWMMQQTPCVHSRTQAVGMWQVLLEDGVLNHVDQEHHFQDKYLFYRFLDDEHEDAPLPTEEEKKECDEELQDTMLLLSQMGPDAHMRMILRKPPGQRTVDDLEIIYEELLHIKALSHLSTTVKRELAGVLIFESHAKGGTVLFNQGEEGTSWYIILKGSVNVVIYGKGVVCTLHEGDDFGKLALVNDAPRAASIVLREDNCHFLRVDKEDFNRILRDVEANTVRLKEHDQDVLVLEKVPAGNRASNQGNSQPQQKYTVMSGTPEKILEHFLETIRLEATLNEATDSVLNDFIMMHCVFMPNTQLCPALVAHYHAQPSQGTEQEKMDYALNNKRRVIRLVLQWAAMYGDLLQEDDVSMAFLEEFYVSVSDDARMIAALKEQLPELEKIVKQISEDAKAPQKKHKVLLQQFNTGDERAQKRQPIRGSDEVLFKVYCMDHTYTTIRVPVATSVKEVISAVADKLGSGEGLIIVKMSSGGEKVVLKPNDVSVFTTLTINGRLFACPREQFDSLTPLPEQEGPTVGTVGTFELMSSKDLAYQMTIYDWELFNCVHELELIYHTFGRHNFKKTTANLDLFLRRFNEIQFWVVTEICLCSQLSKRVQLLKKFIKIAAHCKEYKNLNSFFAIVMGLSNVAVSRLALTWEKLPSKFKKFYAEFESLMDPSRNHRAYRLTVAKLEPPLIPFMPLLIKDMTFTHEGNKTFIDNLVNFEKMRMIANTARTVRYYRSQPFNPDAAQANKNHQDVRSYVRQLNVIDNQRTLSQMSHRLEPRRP
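EPAC2 (100 nM) mixed with Rap1B loaded with BODIPY-GDP (250 nM) plus 50 uM unlabeled GDP; compounds pinned in, 5 min RT, then read every 5 min for 30 min (ex 480, em 540 nm). Normalized to cAMP control.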
HepG2 viability: kills HepG2 cells in TGF-b inhibitor counter-screen; HepG2 CAGA-GFP viability, ATP luminescence, 18 h; Potency, µM (highest dose often 46.1 µM), for inactives: at the highest dose activity change, negative = cytotoxicity, usual class: cytotoxic; 410,000 tested, 0.76% active; also: potency is read from the fitted curve at half-maximal effect; some results filed as inactive show a strong effect at the top dose
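CellTiter-Glo luminescence gave cytotoxicity after 18 hours at 37 degrees C. The cells were HepG2 CAGA-GFP in 1% FBS DMEM, stimulated with 500 pg/mL TGF-beta after compound addition. %Activity was normalised to no-cell wells (complete cell-killing) and DMSO (no toxicity), and curves were fitted and classified.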
Nrf2 activator: activates Nrf2 signaling; AREc32 ARE-luciferase reporter (MCF7-derived line), luminescence, 24 h; Potency, µM (highest dose often 46.1 µM), inactives show top-dose activation, most hits filed as activators; 410,000 tested, 0.31% active; AID 624171; also: potency is read from the fitted curve at half-maximal effect; % of control where 0% means no effect; nearly all actives have a fitted effect of over 65% in size
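Each well held 1000 AREc32 cells, which were incubated with compound for 24 hr at 37 deg C after overnight attachment, and ARE reporter activity was quantified by firefly luciferase luminescence.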
ATXN viability: reduces viability in counter-screen for ATXN expression inhibitors; Potency, µM (doses to about 56.7 µM), most hits filed as cytotoxic; 400,000 tested, 0.49% active; S2 cells (HEK-293 line with an ATXN2-luciferase reporter) viability, CellTiter-Fluor protease fluorescence, 24 h; also: potency is read from the fitted curve at half-maximal effect; nearly all actives have a fitted effect of over 40% in size
A549 tox: counter-screen for Nrf2 inhibitors: cytotoxicity in A549 cells; A549 ARE-Fluc cells, CellTiter-Fluor viability, 18-24 h; Potency, µM (doses to about 46 µM), inactives show at the top dose activity change, negative = cytotoxicity, usual class: inhibitors; 390,000 tested, 0.16% active; also: potency is read from the fitted curve at half-maximal effect; % is scaled to controls: 0 for no effect and ±100 for the full control effect
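A549 ARE-Fluc cells in 5% FBS OPTI-MEM, 5000 cells/well, rested 2 h then exposed to compounds in concentration-response for 18-24 h at 37 °C. Viability by CellTiter-Fluor fluorescence (Ex 405/Em 525) after 30 min; luciferase luminescence (BugLite, 15 min, RT) read afterwards.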
* marks the source's active call; other numbers are inactive results; i = inactive; ? = inconclusive; . = no result given; & = joins results of further samples; [ ] = remark or other dose. Unless noted, calls follow the shape of the dose curve; as a rule, active = well fitted curve in the direction sought with a large enough effect; inconclusive = small, poorly fitted or top-dose-only effect, or another doubt; inactive = no such curve, though single readings can be large; an effect the other way counts as inactive or inconclusive.

(1) CCOC(=O)c1ccc(CNC(=O)C2CCC(=O)N(Cc3cccc(OC)c3)C2)o1 (stereo not given)
(2) CCSc1nc(-c2cccnc2)ccc1C#N
(3) CCCCc1c(O)cc(C)[nH]c1=O
(4) Cc1ccc(N(Cc2cccs2)C(=O)COc2cccc(C)c2)cc1
(5) COc1ccc(-c2ccc3oc(-c4ccc(OC)cc4)c(C#CC4(O)CCCCC4)c3c2)cc1
(6) CCOC(=O)COn1c(=O)c(-c2ccc(OCC)cc2)[n+]([O-])c2ccccc21
(7) CC1CCc2c(sc3nc(-c4cc5cc(Br)ccc5oc4=O)[nH]c(=O)c23)C1 (stereo not given)
(8) CCOc1nnc(C)c2c(C)n(-c3cccc(Cl)c3)nc12

assay / entry	1	2	3	4	5	6	7	8
TGFb SMAD3 inh	18.3%	-7.4%	7.1%	?	?	-9.3%	-2.4%	38.6%[activator]
EPAC2 agonist	-4.2%	-0.9%	-1.2%	.	-8.5%	-4.3%	.	9.2%
IL2 activator	-1.8	-3.8	0.1	.	0.0	0.8	.	5.5
A549 tox	-1.5%	-13.4%	-3.3%	1.0%	-5.4%	0.6%	6.2%	0.2%
Nrf2 block	-3.0%	?	2.9%	?	3.4%	2.9%	?	-21.0%
HepG2 viability	-0.4%	-23.2%	6.2%	-44.4%	1.4%	-43.4%	-16.1%	0.1%
ATXN viability	i	i	i	?	i	i	.	i
Nrf2 activator	-0.1%	11.8%	-0.9%	5.5%	0.3%	3.5%	-1.3%	0.7%
ATXN2 expr inh	7.3%	.	27.0%	?	-6.2%	.	.	2.3%

(9) CC(C)n1nnnc1SCC(=O)Nc1ccccc1N1CCOCC1
(10) Cn1c(SCC(=O)c2ccc3c(c2)OCO3)nnc1-c1ccccn1
(11) CC(=O)Nc1ccc(C(=O)N/N=C/c2cccnc2)cc1
(12) O=C(COC(=O)c1n[nH]c(=O)c2ccccc12)Nc1ccccc1
(13) Cc1ccc(C(=O)NCCc2sc(C)nc2C)cc1
(14) COc1ccc(C2CC(c3ccccc3)=NN2C(=O)COC(=O)c2nc3nccc(C)n3n2)cc1 (stereo not given)
(15) CN(C)CCN1C(=O)c2cccc3cc([N+](=O)[O-])cc(c23)C1=O
(16) COc1cccc(CN2C(=O)C(C)N(C(=O)c3ccccc3)c3ccccc32)c1 (stereo not given)

assay / entry	9	10	11	12	13	14	15	16
TGFb SMAD3 inh	2.5%	-3.4%	-6.3%	-6.9%	-23.7%	-0.4%	6.31µM*	-14.0%
EPAC2 agonist	3.6%	4.5%	10.7%	3.4%	7.0%	5.5%	1.9%	17.9%
IL2 activator	-0.4	0.0	-1.5	1.7	0.5	0.3	-5.8	-0.2
A549 tox	-1.9%	-0.1%	9.3%	-1.0%	11.0%	1.0%	8.2µM*	8.2%
Nrf2 block	3.0%	12.0%	17.3%	-10.6%	-11.3%	3.3%	1.64µM*	-20.0%
HepG2 viability	57.6%	-4.1%	-3.4%	10.9%	-20.9%	-17.1%	-13.8%	-6.3%
ATXN viability	?	?	i	i	i	?	?	i
Nrf2 activator	0.0%	0.3%	-0.6%	1.7%	2.7%	4.3%	-1.9%	1.1%
ATXN2 expr inh	0.7%	9.2%	-4.7%	-6.6%	-2.2%	-18.0%	?	-23.3%

(17) Cc1ccc(NC(=O)c2ccco2)c(OCc2cc(=O)n3cc(C)sc3n2)c1
(18) COc1ccc(S(=O)(=O)N2CCCCCC2)cc1NC(=O)CN1C(=O)CNC1=O
(19) O=C(NCc1cccnc1)/C(=C/c1ccc(-c2cccc(C(F)(F)F)c2)o1)NC(=O)c1ccccc1
(20) O=C(c1ccccc1F)N1CCN(c2ccc([N+](=O)[O-])c3cccnc23)CC1
(21) CCOC(=O)CNC(=O)CN1CCC(c2nc3ccccc3[nH]2)CC1
(22) Cc1ccc(-c2nnc3c4ccccc4c(C)nn23)cc1NC(=O)c1ccccc1Cl
(23) COc1ccc(/C=N/Nc2nc(-c3ccc(Cl)cc3)cc(C(F)(F)F)n2)c(OC)c1
(24) Cc1noc(C)c1S(=O)(=O)Nc1ccc2c(c1)C(=O)N([C@H](C)CO)C[C@H](C)[C@@H](CN(C)C(=O)NC1CCCCC1)O2

assay / entry	17	18	19	20	21	22	23	24
TGFb SMAD3 inh	-8.4%	-7.8%	?	15.8%	12.2%	-7.3%	-2.9%	-3.4%
EPAC2 agonist	.	6.7%	16.4%	1.2%	12.1%	.	-13.3%	5.8%
IL2 activator	.	0.5	0.3	-0.5	1.4	.	-0.7	-0.5
A549 tox	-0.9%	0.1%	7.9%	-16.9%	?	-5.1%	12.7%	-4.8%
Nrf2 block	.	19.8%	?	0.8%	?	9.7%	?	-4.3%
HepG2 viability	-17.6%	-5.6%	-10.6%	-2.8%	2.1%	1.6%	-2.4%	-2.4%
ATXN viability	.	i	i	i	i	.	i	i
Nrf2 activator	-0.3%	-0.5%	2.3%	2.6%	-0.9%	19.3%	-0.5%	0.8%
ATXN2 expr inh	.	1.4%	-10.2%	-17.4%	.	.	-1.7%	5.6%

(25) COc1cc(/C=N\NC(=O)CN2CCOCC2)ccc1OCC(=O)Nc1ccc(C)c(C)c1
(26) O=C(COC(=O)c1ccc([N+](=O)[O-])cc1)NC1CCCC1
(27) CC(C)(C)c1ccc(-c2ncccc2O)cc1
(28) CC(=O)N1CCc2nc3sc(C(=O)c4ccc(F)cc4)c(N)c3c(C(F)(F)F)c2C1
(29) O=C(CN(C(=O)c1nsc(Cl)c1Cl)c1cccc(F)c1)NC1CCCC1
(30) CC(C)(C)c1ccc(S(=O)(=O)N2CCCCC2C(=O)NCc2ccccn2)cc1 (stereo not given)
(31) CCOC(=O)c1oc2ccc(S(=O)(=O)n3nc(-c4cc(OC)c(OC)c(OC)c4)cc3N)cc2c1C
(32) O=C1CN(C(=O)COc2ccc(Cl)cc2Cl)C(c2ccc(F)cc2)c2cc(F)ccc2N1 (stereo not given)

assay / entry	25	26	27	28	29	30	31	32
TGFb SMAD3 inh	14.3%	-16.1%	-2.8%	50.3%[activator]	11.7%	-19.0%	?	29.4%
EPAC2 agonist	-0.1%	13.6%	1.9%	.	10.8%	13.2%	1.3%	.
IL2 activator	-0.2	-1.8	-5.7	.	-1.8	-2.8	1.0	.
A549 tox	-2.8%	3.4%	2.9%	-19.7%	-3.1%	4.1%	-13.3%&0.8%	-10.4%
Nrf2 block	6.5%	-16.6%	10.2%	?	-9.6%	-9.1%	-14.3%&-26.7%	1.3%[9.27 µM]
HepG2 viability	-30.8%	3.5%	-17.2%	-14.2%	-10.8%	-27.4%	-7.0%&-16.5%	110.4%
ATXN viability	i	i	i	.	i	i	?	?
Nrf2 activator	3.1%	0.0%	5.9%	-0.6%	0.4%	0.1%	3.1%&1.0%	0.7%
ATXN2 expr inh	10.1%	-13.8%	60.9%[activator]	.	3.6%	-12.6%	8.0%&6.3%	?

Single records, as listed above:
CC(C)(C)c1ccc(-c2ncccc2O)cc1 as listed: TGFb SMAD3 inh: -2.8%; EPAC2 agonist: 1.9%; IL2 activator: -5.7; A549 tox: 2.9%; Nrf2 block: 10.2%; HepG2 viability: -17.2%; ATXN viability: i; Nrf2 activator: 5.9%; ATXN2 expr inh: 60.9%[activator]
CC(=O)N1CCc2nc3sc(C(=O)c4ccc(F)cc4)c(N)c3c(C(F)(F)F)c2C1 as listed: TGFb SMAD3 inh: 50.3%[activator]; EPAC2 agonist: .; IL2 activator: .; A549 tox: -19.7%; Nrf2 block: ?; HepG2 viability: -14.2%; ATXN viability: .; Nrf2 activator: -0.6%; ATXN2 expr inh: .

Further compounds
(33) COC(=O)C1CSC(C(=O)OC)N1C(=O)Nc1ccc(Cl)c(Cl)c1 (stereo not given)
(34) Cc1ccc2c(c1)NC(=O)C(CC(=O)NCCN(C)C)O2 (stereo not given)
(35) Cc1ccc(N2CC(NC(=O)c3ccccc3Br)CC2=O)cc1 (stereo not given)
(36) C=CCc1c(C)nc(N)[nH]c1=O
(37) CC1CC(C)CN(CC(C)(C)NS(=O)(=O)c2ccc(Cl)cc2)C1 (stereo not given)
(38) CCC(=O)N1CCc2cc(CNC(=O)Nc3ccccc3Cl)ccc21
(39) CC(C)C(NC(=O)CN1C(=O)c2cccc3cccc1c23)C(C)C
(40) Cc1ncsc1CCOC(=O)c1ccc(N2CCOCC2)c([N+](=O)[O-])c1
(41) O=C(O)CCC(=O)NNC(=O)COc1ccc2ccccc2c1Br

assay / entry	33	34	35	36	37	38	39	40	41
TGFb SMAD3 inh	9.5%	1.1%	17.6%	-5.2%	2.5%	-17.5%	2.1%	9.6%	21.4%
EPAC2 agonist	9.3%	11.8%	.	1.8%	-8.5%	.	1.3%	6.3%	7.3%
IL2 activator	0.1	-0.6	.	0.3	-2.5	.	-0.6	0.7	-0.5
A549 tox	-1.2%	4.6%	-0.5%	3.7%	8.2%	8.7%	1.5%	-0.8%	22.4%
Nrf2 block	.	7.4%	.	4.1%	-3.2%	.	-9.6%	6.9%	5.0%
HepG2 viability	0.1%	0.3%	-1.7%	0.2%	-20.7%	-8.0%	-6.0%	-13.2%	-13.6%
ATXN viability	i	i	.	i	i	i	i	i	?
Nrf2 activator	-0.5%	0.5%	-1.0%	0.1%	0.3%	6.5%	-0.2%	-0.2%	2.2%
ATXN2 expr inh	-14.7%	8.6%	.	2.5%	-16.7%	-0.8%	.	-14.5%	27.6%

2 records picked at random from those above, as already listed:
(38) CCC(=O)N1CCc2cc(CNC(=O)Nc3ccccc3Cl)ccc21
(35) Cc1ccc(N2CC(NC(=O)c3ccccc3Br)CC2=O)cc1 (stereo not given)

assay / entry	38	35
TGFb SMAD3 inh	-17.5%	17.6%
EPAC2 agonist	.	.
IL2 activator	.	.
A549 tox	8.7%	-0.5%
Nrf2 block	.	.
HepG2 viability	-8.0%	-1.7%
ATXN viability	i	.
Nrf2 activator	6.5%	-1.0%
ATXN2 expr inh	-0.8%	.

Screens as filed in PubChem.
